Source: PubChem (several laboratories)
HePTP inh = inhibitors of human HePTP phosphatase, primary screen, biochemical, absorbance, leukemia target. Tyrosine-protein phosphatase non-receptor type 7 (Homo sapiens), P35236. recombinant HePTP phosphatase activity, OD absorbance. inhibition, % at 20 µM. 0.64% of 110,000 active. AID 521, 2006; in the data active = inhibition above about 50%;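 also: plate controls were vehicle for no effect and reference inhibitor for full effect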
Target sequence (P35236 whole entry, looked up): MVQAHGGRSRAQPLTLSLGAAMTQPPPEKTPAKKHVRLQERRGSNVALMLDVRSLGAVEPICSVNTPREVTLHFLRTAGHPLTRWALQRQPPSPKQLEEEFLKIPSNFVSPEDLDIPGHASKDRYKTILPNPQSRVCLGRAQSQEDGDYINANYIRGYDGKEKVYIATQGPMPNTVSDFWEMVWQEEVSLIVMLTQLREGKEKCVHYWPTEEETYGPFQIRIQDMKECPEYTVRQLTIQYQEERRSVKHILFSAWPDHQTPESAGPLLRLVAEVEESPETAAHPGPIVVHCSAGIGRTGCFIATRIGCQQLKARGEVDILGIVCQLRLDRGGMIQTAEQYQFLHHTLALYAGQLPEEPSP
BAP1 inh = inhibitors of BAP1 deubiquitinase, primary screen, biochemical, Ub-AMC fluorescence, kinetic; Ubiquitin carboxyl-terminal hydrolase BAP1 (Homo sapiens), Q92560; recombinant BAP1, Ub-AMC hydrolysis fluorescence kinetic; stronger effect = lower value; activity remaining (% of control), % at 20 µM; 0.48% of 72,000 active; AID 436, 2006;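 active = activity remaining at or below 50% of control, provided the compound also passes the data quality filters; inactive = the rest, including low values that fail the filters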;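 also: 100% = DMSO wells rate and 0% = substrate alone blank rate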
Target sequence (Q92560 whole entry, looked up): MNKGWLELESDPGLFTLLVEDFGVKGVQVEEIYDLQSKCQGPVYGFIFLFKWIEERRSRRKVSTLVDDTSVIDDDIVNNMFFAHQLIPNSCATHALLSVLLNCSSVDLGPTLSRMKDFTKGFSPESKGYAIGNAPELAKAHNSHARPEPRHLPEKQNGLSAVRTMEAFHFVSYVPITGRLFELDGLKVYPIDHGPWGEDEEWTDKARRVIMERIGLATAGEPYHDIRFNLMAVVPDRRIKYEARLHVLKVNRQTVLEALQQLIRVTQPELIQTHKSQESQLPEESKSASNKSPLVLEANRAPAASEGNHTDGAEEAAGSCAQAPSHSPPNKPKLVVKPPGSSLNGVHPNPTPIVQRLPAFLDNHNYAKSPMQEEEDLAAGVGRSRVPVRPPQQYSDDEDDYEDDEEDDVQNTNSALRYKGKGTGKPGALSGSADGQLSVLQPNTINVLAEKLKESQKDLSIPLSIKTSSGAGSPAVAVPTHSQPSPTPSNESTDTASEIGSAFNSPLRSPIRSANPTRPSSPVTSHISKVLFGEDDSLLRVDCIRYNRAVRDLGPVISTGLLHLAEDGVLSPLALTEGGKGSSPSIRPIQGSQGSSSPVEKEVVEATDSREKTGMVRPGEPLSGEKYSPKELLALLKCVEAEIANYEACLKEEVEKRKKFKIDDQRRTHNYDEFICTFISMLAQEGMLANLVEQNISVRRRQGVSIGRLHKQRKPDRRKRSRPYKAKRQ
Numbers without * were called inactive; · = no result given.

SMILES	HePTP inh	BAP1 inh
CC1(C)Cc2c(sc3[nH]c(=O)n(-c4ccccc4)c(=O)c23)CO1	1	·
Cc1ccc(/C=C2/SC(=S)N(CCC(=O)N3CCCCC3)C2=O)cc1	-16	·
COc1ccc(C(=O)CSc2nnc(C(CO)NC(=O)c3ccc(OC)cc3)n2C)cc1 (stereo not drawn)	11	64
Cc1c(Cl)cccc1NC1C=CS(=O)(=O)C1 (stereo not drawn)	-2	·
CCCn1c(NCc2ccco2)nc2ccccc21	4	97
CCOC(=O)c1cnc2sc3c(n2c1=O)CCCC3	-2	·
CCC(=O)NNc1nc2c(c(=O)n1C1CCOC(C)(C)C1)C1(CCCCC1)Cc1ccccc1-2 (stereo not drawn)	-2	·
Cc1cccc(C)c1NC(=O)CSc1nc2ccc(NC(=O)CSc3nccn3C)cc2s1	-12	·
O=C(Cc1ccc(F)cc1)Nc1ccc(Cl)cc1Cl	1	·
Cn1c(-c2nonc2NC(=O)c2ccc(C(C)(C)C)cc2)nc2ccccc21	8	85
COc1ccc(OCC(=O)N(c2ccccc2)C(C)C)cc1	·	76
CCOC(=O)c1c(-c2ccc(Cl)cc2)csc1NC(=O)C1CCCCC1C(=O)O (stereo not drawn)	4	·

Looked up above.
Entry for CCC(=O)NNc1nc2c(c(=O)n1C1CCOC(C)(C)C1)C1(CCCCC1)Cc1ccccc1-2 (stereo not drawn) in HePTP inh: -2
Entry for COc1ccc(C(=O)CSc2nnc(C(CO)NC(=O)c3ccc(OC)cc3)n2C)cc1 (stereo not drawn) in HePTP inh: 11
Entry for Cc1cccc(C)c1NC(=O)CSc1nc2ccc(NC(=O)CSc3nccn3C)cc2s1 in HePTP inh: -12

Next part:
SMILES	HePTP inh	BAP1 inh
Cc1c(-c2nc(-c3cccnc3)no2)cccc1[N+](=O)[O-]	4	·
CCOc1ccc(N2CC(C(=O)NCCc3ccc(OC)c(OC)c3)CC2=O)cc1 (stereo not drawn)	14	102
O=C(CCc1ccccc1)Nc1nc2n(n1)C(c1ccc(Cl)cc1)CC(=O)N2 (stereo not drawn)	3	88
CCOCc1cc(C2NC(=O)NC(C)=C2C(=O)OCC)ccc1OC (stereo not drawn)	5	180
COc1ccc(CC(=O)O/N=C(\N)Cc2ccc([N+](=O)[O-])cc2)cc1OC	-4	·
COc1ccc(CNC(=O)COc2ccc(Br)c(C)c2)cc1	3	·
O=C(COc1ccc2ccccc2c1)NCCCc1ccccc1	-2	·
CCCOc1ccc2c(C)cc(=O)oc2c1	7	·
O=c1[nH]c(/C(=N\O)c2ccccc2)no1	6	86
COc1cc(C(=O)NCC(c2cccnc2)N2CCN(c3ccccc3)CC2)cc(OC)c1OC (stereo not drawn)	-4	93
C=CCc1ccc(OCC(O)CN2CC(C)OC(C)C2)c(OC)c1 (stereo not drawn)	10	·
COc1ccc(S(=O)(=O)Nc2ccc3c(c2)OCO3)cc1	3	·

Profiles, quoted from the list. Order of screens: HePTP inh | BAP1 inh
COc1ccc(CNC(=O)COc2ccc(Br)c(C)c2)cc1 is listed with 3 | ·
Cc1ccc(/C=C2/SC(=S)N(CCC(=O)N3CCCCC3)C2=O)cc1 is listed with -16 | ·

Continuation:
SMILES	HePTP inh	BAP1 inh
CC1(c2ccccc2)C(C#N)=C(N)OC2=C1C(=O)CCC2 (stereo not drawn)	6	·
COc1cccc(C(=O)N(CN2CCCC2=O)c2cc(C)on2)c1	3	98
COc1cc(O)c(C(=O)c2ccccc2)cc1S(=O)(=O)O	-13	·
Cc1cccc2cc(C#N)c(NCCNS(=O)(=O)c3ccc4c(c3)OCCO4)nc12	10	187
CCCCNC(=O)Nc1cnn(CC)c1C(N)=O	4	118
Cc1cnc(C(=O)OCC(=O)Nc2ccc(Cl)cc2)cn1	4	·
CC(=O)c1ccc(N=C2c3ccccc3C(=O)C2c2ccc3ccccc3c2)cc1 (stereo not drawn)	0	·
COc1ccc(C2C3=C(CCCC3=O)Nc3nc4ccccc4n32)cc1OC (stereo not drawn)	4	·
COc1ccc(-c2nnnn2-c2ccccc2OC)cc1	-7	89
CCOC(=O)c1c(NC(=O)C(C)Oc2ccc(Cl)cc2Cl)sc(C(N)=O)c1C (stereo not drawn)	3	·
Cc1ccc(C)c(N(C(=O)Cn2nnc(-c3cccs3)n2)C(C(=O)NC2CC2)c2ccc(C)o2)c1 (stereo not drawn)	10	59
CCc1cc(C)cc(OCCn2cc(/C=C3/SC(=S)N(C)C3=O)c3ccccc32)c1	2	·
CC1=C(C(=O)OC2CCCCC2)C(c2ccco2)n2ncnc2N1 (stereo not drawn)	7	85
CN(C)c1nc(Oc2ccc(/C=N/O)cc2)nc(N(C)C)n1	10	94
COc1ccc(S(=O)(=O)N(CCc2ccccc2)CC(=O)Nc2cc(Cl)ccc2OC)cc1	-15	·
Cn1c(=O)oc2cc(S(=O)(=O)Nc3cccc(C(=O)O)c3)ccc21	1	84
Cn1c(-c2ccc(C(C)(C)C)cc2)n[nH]c1=S	11	91
COC(=O)C1=C(C)N(C)C(=S)NC1c1cccc(OC)c1 (stereo not drawn)	-2	74
COC(=O)C1CCCN1C(C(=O)NC1CCCCC1)c1ccc(Cl)cc1 (stereo not drawn)	-13	88
COc1cc(NS(=O)(=O)c2ccc(N/C=C\C(=O)c3ccc(Br)cc3)cc2)nc(OC)n1	-14	·
N#Cc1nc(-c2ccccc2Cl)oc1N1CCOCC1	17	69
COc1ccc(/C=N/c2nc3ccccc3n2C)cc1OC	10	121
O=c1oc2ccccc2c(NCc2ccco2)c1[N+](=O)[O-]	0	·
Cc1cc(=O)oc2cc(OCC(=O)N3CCCC(C)C3)ccc12 (stereo not drawn)	2	·
COc1ccccc1/C=C1\C(=O)NC(=O)N(C(C)(C)C)C1=O	-5	·
CCc1ccc(NC(=O)C2CCCCC2)cc1	-13	·
CCCC(=O)N1CCc2cc(-c3nc(N)sc3C)ccc21	6	96
CCC(C(=O)O)n1c(C(F)(F)F)nc2ccccc21 (stereo not drawn)	-8	70
COCCSc1nnc(NC(=O)Cc2cccs2)s1	8	87
Cn1c(=O)c2c(SCC(N)=O)nc(CC(C)(C)C)nc2n(C)c1=O	-1	96
Cc1cnc(C(=O)OCC(=O)N2CCc3ccccc3C2)cn1	8	107
CCOc1ccc(-c2cc(C(=O)NCc3ccc(F)cc3)c3ccccc3n2)cc1	-2	·
COc1ccc(-n2c(=O)c3ccccc3n(CC(=O)Nc3cc(C)on3)c2=O)cc1OC	4	75
COc1ccc(C(=O)N2CCC(N3CCN(c4ccccc4)CC3)CC2)cc1OC	6	96
CCOC(=O)C1=C(C)OC(N)=C(C#N)C1c1cc(OC)c2c(c1)OCO2 (stereo not drawn)	0	103
CC(/C=C1\SC(=S)N(C(Cc2ccccc2)C(=O)O)C1=O)=C\c1ccccc1 (stereo not drawn)	12	·
Cc1c(C(=O)OC(C)C)sc(NC(=O)c2cccs2)c1C(=O)OC(C)C	-3	·
Cc1ccc(C)c(NC(=O)c2ccc3c(c2)N(Cc2ccc(F)cc2)C(=O)CS3=O)c1 (stereo not drawn)	-4	91
COC(=O)c1sc(NC(=O)c2csc3c2CCCC3)nc1C	1	57
O=C1NC(=S)S/C1=C/c1cc2c(cc1Cl)OCO2	-6	·
O=C(O)CN1CCN(Cc2ccccc2)C1=O	9	94
CCOC(=O)C(NC(=O)CC(C)C)(Nc1cc(C)on1)C(F)(F)F (stereo not drawn)	-22	91
CC(C)c1nc2sc3c(c2c(=O)n1N)CC(C)(C)OC3	6	·
O=C(Nc1ccccc1C(=O)O)c1ccc2c(c1)C(=O)N(c1ccccc1-c1ccccc1)C2=O	5	·
CC(C)(C)NC(=O)/C(=C\c1cccs1)NC(=O)c1ccc(C(C)(C)C)cc1	11	·
CC1=C(C(=O)Nc2ccccc2)C(c2cccs2)C(C#N)=C(SCC(=O)c2ccc(F)cc2)N1 (stereo not drawn)	9	·
O=S(=O)(c1ccccc1)N1CCN(C2CCC(c3ccccc3)CC2)CC1 (stereo not drawn)	0	·
O=C(NCCCO)C(=O)Nc1ccccc1	-7	·
CC(=O)Nc1ccc(S(=O)(=O)N[C@H](C(=O)O)C(C)C)cc1	18	118
CCC(CCC(=O)O)NC(=O)c1ccccc1 (stereo not drawn)	4	·
O=C(N/N=C/c1cc2ccccc2[nH]1)c1ccccc1	3	·
CCCOc1ccc(Br)cc1/C=C(/C#N)c1nc2ccc(C)cc2[nH]1	-9	·
COc1cc2nc(-c3ccc(Oc4ccc([N+](=O)[O-])cc4)cc3)oc(=O)c2cc1OC	-6	·
COc1ccc2c(c1)CCc1c(C(=O)NC3CCCCC3)noc1-2	7	92
O=C(NCC1CCCO1)c1nn2c(C(F)(F)F)cc(-c3ccco3)nc2c1Cl (stereo not drawn)	-26	·
CCCC(CCC)C(=O)Nc1ccc2c(c1)N(C(=O)CCN1CCOCC1)c1ccccc1CC2	10	·
COc1[nH]c2ccc(F)cc2c1C(=O)OCC1CCN(CCNS(C)(=O)=O)CC1	·	94
CCOC(=O)C1C(=O)CC(=O)CC1CC(C)SCC (stereo not drawn)	8	87
COc1cccc2c1CC/C(=C\c1cccc(I)c1)C2=O	0	·
O=C(CSc1nccn1-c1cccc(Cl)c1)NC1CCCC1	2	114

The list goes on; it opens with the 2 that closed the last part.
SMILES	HePTP inh	BAP1 inh
COc1cccc2c1CC/C(=C\c1cccc(I)c1)C2=O	0	·
O=C(CSc1nccn1-c1cccc(Cl)c1)NC1CCCC1	2	114
COc1ccc(Cl)cc1C(=O)Nc1ccc(NC(=O)c2ccco2)cc1	1	201
Fc1ccc(-c2nnc3ccc(N4CCCC4)nn23)cc1	13	101
Cc1cc(C)c(-n2c(O)c(/C=C3\C=Nc4ccccc43)c(=O)[nH]c2=O)c(C)c1	-7	·
CCOc1ccccc1C(=O)Nc1cc(S(N)(=O)=O)ccc1C	-7	·
Cc1ccc2ccc(S(=O)(=O)NCc3ccco3)cc2c1	-19	·
CCOc1ccc(N2Cc3ccc(C(=O)NN)cc3C2)cc1	24	·
CCN(CC)CCN1C(=O)C(=O)/C(=C(/O)c2c(C)[nH]c(C(=O)OC)c2C)C1c1cccnc1 (stereo not drawn)	-6	85
O=C(NCc1ccccn1)c1ccc(=O)oc1	7	121
Cc1[nH]nc(N=CC2=C(O)CC(c3ccco3)CC2=O)c1-c1ccccc1 (stereo not drawn)	-5	63
CCN1C(=O)N(C)C2C1N(CC)C(=O)N2C (stereo not drawn)	-10	111
Cc1cc2c(s1)CCCCC(=O)N2	12	94
COCC(=O)N(Cc1cc2ccccc2[nH]c1=O)c1ccc(OC)cc1	6	103

Four of these compounds in a different format:
> Cc1cc2c(s1)CCCCC(=O)N2
  HePTP inh = 12
  BAP1 inh = 94
> COCC(=O)N(Cc1cc2ccccc2[nH]c1=O)c1ccc(OC)cc1
  HePTP inh = 6
  BAP1 inh = 103
> COc1ccc(Cl)cc1C(=O)Nc1ccc(NC(=O)c2ccco2)cc1
  HePTP inh = 1
  BAP1 inh = 201
> Fc1ccc(-c2nnc3ccc(N4CCCC4)nn23)cc1
  HePTP inh = 13
  BAP1 inh = 101

The list goes on.
SMILES	HePTP inh	BAP1 inh
O=C(CN(c1ccc(Cl)cc1Cl)S(=O)(=O)c1ccccc1)Nc1ccc(F)cc1	2	·
COc1cc(Br)cc(C=Nc2ccccc2C(=O)O)c1O	-21	·
COc1ccc(N(CC(=O)N2CCCC2)S(=O)(=O)c2ccc(NC(C)=O)cc2)cc1	-13	·
CCN1CCN(C(=O)c2ccc3c(=O)n(C4CCCC4)c(=S)[nH]c3c2)CC1	-8	110
N/C(=N\c1nc(C(F)(F)F)cc(=O)[nH]1)Nc1cccc2ccccc12	-2	·
O=C(NCc1cccs1)C1CCN(c2ccc(S(=O)(=O)N3CCOCC3)cc2Cl)CC1	6	86
COc1ccc(OC)c(C2C=C(c3ccc(C)c(C)c3)Nc3nnnn32)c1 (stereo not drawn)	4	99
Cn1c(=O)c2c(nc(CN3CCc4ccccc4C3)n2Cc2ccc(Cl)cc2)n(C)c1=O	·	99
CC(C)C(=O)Nc1ccc(C(=O)NC2CCSC2=O)cc1 (stereo not drawn)	0	78
CC1CCN(C(=O)CSc2nnc(Cc3cc(=O)[nH]c(=O)[nH]3)n2-c2ccc(Cl)cc2)CC1	-3	81
O=c1nc2n(c3cc(Cl)c(S(=O)(=O)N4CCOCC4)cc13)CCCCC2	4	124
CCn1c(=O)n(CC)c2cc(S(N)(=O)=O)c(C)cc21	3	63
Cn1cc(CC(=O)N2CCN(c3ccc(Cl)cc3)CC2)c2ccccc21	-3	55
O=C(CN1C(=O)c2ccccc2S1(=O)=O)Nc1ccccc1C(=O)NCc1ccco1	·	64
CC(C)(C)n1cnc2cc(NS(=O)(=O)c3ccccc3)ccc21	0	114
COc1ccc(OC)c(-n2c(SCC(=O)N3CCc4ccccc43)nc3c(c2=O)SCC3)c1	-2	69
CN1C(=O)CSc2ccc(C(=O)O)cc21	2	94
CC1=C(C(=O)Nc2ccccc2C)C(c2ccc(C(C)C)cc2)NC(=O)N1 (stereo not drawn)	4	·
CN(Cc1ccccc1)C(=O)COC(=O)c1ccc2c(c1)OCO2	6	·
COc1ccc(CC(=O)Nc2ccc(S(=O)(=O)NCC3CCCO3)cc2)cc1 (stereo not drawn)	0	80
COC(=O)N(C)c1nc2ccccc2s1	-11	99
Cc1ccc([N+](=O)[O-])c2c1NC(c1ccc(Br)cc1)C1CC=CC21 (stereo not drawn)	8	·
O=C(Nc1ccc(-n2nncc2-c2ccco2)cc1)c1cc2ccccc2oc1=O	14	·
Cc1ccc2c(c1)-c1ccccc1S(=O)(=O)N2	2	54
CCOc1cccc(C(=O)Nc2nnc(C)s2)c1	-12	·
Cc1ccc(C)c(N2CCN(C(=O)c3cc4ccccc4oc3=O)CC2)c1	5	83
